# HPDE-C7 cytotoxicity: HPDE-C7 pancreatic duct cell viability loss – fluorescence, HTS (AID 430); HPDE-C7 pancreatic duct cells viability, fluorescence; higher % means a stronger effect; cytotoxicity, % at 10 µM, or EC50 in µM where a hit was titrated; 63,000 compounds, 1.8% hits;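 further: cells exposed to compound for 48 hours before viability readout; 0% = vehicle and 100% = reference cytotoxic drug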
# MK inhibit: inhibitors of Streptococcus pneumoniae mevalonate kinase; inhibition, % at 10 µM; purified MK, PK/LDH-coupled NADH absorbance 340 nm; 65,000 compounds, 0.48% hits;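 active means ranked among the strongest by inhibition in the single 10 µM screen, a fixed top-ranked set picked for dose follow-up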; further: no value below 0 was filed
# HT1080 viability: HT1080 cell viability loss – fluorescence readout (AID 620); HT1080 viability, fluorescence; higher % means a stronger effect; cytotoxicity, % at 10 µM; hits with a dose series show EC50 in µM; 87,000 compounds, 0.42% hits;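 further: cells exposed to compound overnight then 4 h with Alamar Blue; 0% = vehicle DMSO and 100% = killing control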
# Bfl-1 inhibitors: Bfl-1 inhibitors, primary screen, biochemical, fluorescence polarization, FITC-Bid, mouse (AID 432) | displacement, % at 20 µM, or IC50 in µM where a hit was titrated | FITC-Bid BH3 peptide fluorescence polarization displacement; higher % means a stronger effect | 64,000 compounds, 0.02% hits; in the data active means a potency from the dose series; inactive means the rest, 99 in 100 with displacement below about 15%; further: strong numbers were not always called active
# PMK inhibit: inhibitors of Streptococcus pneumoniae phosphomevalonate kinase. purified PMK, PK/LDH-coupled NADH absorbance 340 nm. inhibition, % at 10 µM. 65,000 compounds, 0.49% hits. AID 539;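 active means top-ranked compounds by inhibition in the single 10 µM screen, taking a fixed number of the strongest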;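 further: 0% = full reaction with DMSO carrier and 100% = background rate without enzyme reaction; no value below 0 was filed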
# LYP phosphatase: inhibition of human PTPN22 tyrosine phosphatase – biochemical, DiFMUP fluorescence, recombinant catalytic domain, 10 µM, primary screen (AID 606); recombinant LYP catalytic domain, DiFMUP fluorescence; higher % means a stronger effect; one-dose inhibition, % at 10 µM; IC50 in µM for titrated hits; 52,000 tested, under 10 active;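 active means IC50 under 40 µM in the dose-response test; inactive means IC50 of 40 µM or more, or never dose-tested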
# Spn DPM-DC inh: inhibitors of Streptococcus pneumoniae diphosphomevalonate decarboxylase. purified DPM-DC, PK/LDH coupled NADH fluorescence. calls only at 10 µM. 65,000 compounds, 0.49% hits. AID 556;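 active means the 320 compounds with the highest percent inhibition in the single-dose primary screen, excluding strongly autofluorescent ones, cut at about 32% in these data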;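 further: kinetic rate of NADH fluorescence loss reporting ADP formed by the decarboxylase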
# Alkaline phosphatase: inhibition of tissue-nonspecific alkaline phosphatase – biochemical, luminescent (AID 518). one-dose inhibition, % at 20 µM; IC50 in µM for titrated hits. 64,000 compounds, 0.09% hits. purified TNAP enzyme, luminescent substrate readout; higher % means a stronger effect; in the data active means a potency from the dose series; inactive means the rest, 99 in 100 with inhibition below about 22%;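 further: plate controls were vehicle for no effect and reference inhibitor for full effect; many of its hits are not listed in these tables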
# KRASV12 cytotoxicity: viability loss of HPDE-C7K cells – cell-based, fluorescence, HTS, primary screen (AID 431); HPDE-C7K KRASV12 cells, Alamar Blue viability, 48 h; higher % means a stronger effect; cytotoxicity, % at 10 µM, or EC50 in µM where a hit was titrated; 63,000 compounds, 1.7% hits;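 active means compounds whose percent cytotoxicity in the single-dose primary screen, scaled between solvent and toxic-drug controls, exceeds 50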;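 further: 0% = DMSO solvent wells and 100% = doxorubicin-treated wells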
# PMK inhibit pilot replicates: also measured in PMK inhibit; calls as there; inhibition, %; measured here: pilot screen replicates
# MK inhibit pilot replicates: further read-out of MK inhibit, marked with its call; inhibition, %; measured here: pilot screen replicates
# Spn DPM-DC inh pilot screen %: second read-out of Spn DPM-DC inh, no call of its own (marks repeat the call); inhibition, %; measured here: pilot screen trials
# The depositor's hits bear a star; i = inactive; · = not tested or not shown. Unless noted, no stated cut-off is given here; in the data, active means cytotoxicity above about 50%; inactive means the rest.
SMILES,HPDE-C7 cytotoxicity,MK inhibit,HT1080 viability,Bfl-1 inhibitors,PMK inhibit,LYP phosphatase,Spn DPM-DC inh,Alkaline phosphatase,KRASV12 cytotoxicity,others
COc1ccc(-c2c(C)oc3c(CN4CCN(CCO)CC4)c(O)ccc3c2=O)cc1OC,12%,0,13%,-13%,0,·,·,12%,11%,
CCCn1c(SCC(=O)Nc2sc(C)c(C)c2C(=O)OCC)nc2c1c(=O)n(C)c(=O)n2C,1%,5,-12%,-8%,10,9%,i,9%,0%,
O=C(CCSc1nnc(-c2ccco2)o1)Nc1ccc(Cl)cc1,-8%,5,-2%,-2%,6,-1%,i,-6%,-7%,
O=C(CSc1nc2cccnc2n1Cc1ccccc1)NCc1ccco1,-4%,8,36%,0%,9,1%,i,10%,-1%,
CC1CCN(S(=O)(=O)c2ccc3c(c2)c(=O)c(C(=O)N2CCCCC2)cn3C)CC1,-4%,6,6%,-6%,9,4%,i,8%,2%,
Cc1nc2c3cnn(-c4ccccc4)c3ncn2n1,3%,5,-1%,4%,9,5%,i,39%,5%,PMK inhibit pilot replicates=1.5;MK inhibit pilot replicates=0.0;Spn DPM-DC inh pilot screen %=2.5
CC(C)(C)C(=O)Cn1c(NCCCO)nc2ccccc21,-8%,6,-1%,2%,11,·,i,1%,-18%,
O=C(CN1C(=O)C2C3C=CC(C3)C2C1=O)NCCN1CCCc2ccccc21 (stereo not drawn),-7%,7,5%,7%,14,9%,i,9%,1%,
O=C(CCn1c(=O)oc2ccccc21)N1CCOCC1,-12%,0,6%,-5%,17,8%,i,8%,-10%,
CS(=O)(=O)Nc1ccc(Cc2ccc(NS(C)(=O)=O)cc2)cc1,-31%,7,-7%,1%,6,-3%,i,5%,-32%,

# Among those listed so far, these have a furan ring, fused or not.
SMILES,HPDE-C7 cytotoxicity,MK inhibit,HT1080 viability,Bfl-1 inhibitors,PMK inhibit,LYP phosphatase,Spn DPM-DC inh,Alkaline phosphatase,KRASV12 cytotoxicity,others
O=C(CCSc1nnc(-c2ccco2)o1)Nc1ccc(Cl)cc1,-8%,5,-2%,-2%,6,-1%,i,-6%,-7%,
O=C(CSc1nc2cccnc2n1Cc1ccccc1)NCc1ccco1,-4%,8,36%,0%,9,1%,i,10%,-1%,

# (list continues)
SMILES,HPDE-C7 cytotoxicity,MK inhibit,HT1080 viability,Bfl-1 inhibitors,PMK inhibit,LYP phosphatase,Spn DPM-DC inh,Alkaline phosphatase,KRASV12 cytotoxicity,others
Clc1ccc(-c2nc3nc4ccccc4nc3n2Cc2ccco2)cc1,-18%,1,36%,-7%,0,0%,i,11%,-11%,
Cc1cc(C(=O)N2CCN(c3cccc(Cl)c3)CC2)c(C)o1,53%*,0,2%,2%,0,17%,i,10%,63%*,
O=C1c2ccccc2CC1Sc1nnc(-c2ccncc2)o1 (stereo not drawn),4%,5,7%,2%,3,-6%,i,3%,-9%,
CCS(=O)(=O)N1CCN(C(=O)c2cccnc2)CC1,-8%,7,·,-2%,13,·,i,3%,-3%,
COc1ccc2c(c1)nc(N)n2Cc1ccccc1,9%,0,3%,-5%,2,·,i,1%,-4%,
CCOC(=O)C1CCCN(c2c(NCC3CCCO3)c(=O)c2=O)C1 (stereo not drawn),-11%,2,3%,-4%,5,-12%,i,10%,-4%,
Cc1ccc(S(=O)(=O)c2c(C)nn(C(C)(C)C)c2OC(=O)C2CCCC2)cc1,-9%,5,-5%,-2%,15,13%,i,6%,-5%,
COc1ccc(-n2nnnc2SCC#CCO)cc1,-6%,9,0%,-4%,11,·,i,7%,-4%,
Cc1ccccc1-n1c(=O)cc(N2CCN(Cc3ccccc3)CC2)[nH]c1=O,-10%,4,1%,8%,4,-5%,i,-1%,-1%,
Cc1ccc2cc(-c3noc(C(C)(C)C)n3)c(=O)[nH]c2c1,-2%,7,-22%,-2%,9,-4%,i,12%,-12%,
Cc1ccc(OCC(=O)Nc2ccc(-c3nc4ncccc4o3)cc2)c(C)c1,6%,0,7%,16%,0,5%,·,17%,5%,
CCOC(=O)c1c(C)c(C(=O)NCCOC)c(C)n1CC,-12%,7,13%,-8%,6,7%,i,3%,-11%,
Cc1ccccc1Nc1nc(N)nc(CN(C)c2ccccc2)n1,2%,6,0%,0%,1,-17%,i,12%,-2%,
O=C(O)CCSCCC(=O)O,-9%,4,13%,-3%,2,7%,i,11%,1%,
CCOCCn1c(SCc2ccc(F)cc2)nc2c1c(=O)[nH]c(=O)n2C,-6%,8,5%,4%,0,1%,i,13%,7%,
O=C(CN1CCNCC1)Nc1ccccc1Cl,-19%,1,3%,3%,3,-5%,i,9%,-21%,
CCOC(=O)N1CCN(C(=O)CSc2nnc(-c3cccc(OC)c3)o2)CC1,-8%,0,1%,0%,8,19%,i,4%,1%,
CCOc1cc(C#N)c(NC(=O)Cn2nnc3ccccc32)cc1OCC,-2%,7,4%,-1%,9,0%,i,6%,1%,
CC/C(=C\C(=O)c1ccncc1)Nc1ccc(O)cc1,·,2,8%,0%,21,·,i,18%,·,
O=C(c1ccccc1)C(CCC(CN1CCOCC1)C(=O)c1ccccc1)CN1CCOCC1 (stereo not drawn),11µM*,·,47%,-3%,6,6%,i,12%,6.4µM*,
Cc1cc(C(=O)CSCc2nnc3n(CCC(C)C)c(=O)c4ccccc4n23)c(C)n1C,0%,0,-12%,3%,15,-13%,i,7%,17%,PMK inhibit pilot replicates=0.0;MK inhibit pilot replicates=3.0;Spn DPM-DC inh pilot screen %=0.0
CCCCN(C)CCn1c(=S)[nH]c2ccc(N3CCOCC3)cc2c1=O,-16%,8,-6%,-7%,11,·,i,8%,-4%,
COc1cccc(-n2nnc3c(=O)n(CC(=O)N4CCC(C)CC4)cnc32)c1,·,7,-15%,·,15,22%,i,·,·,
Cc1cc(C)cc(-n2nnc(C(=O)NCc3ccccc3)c2N)c1,3%,0,-1%,-5%,8,-5%,i,16%,-4%,
CCn1c(CNc2ccc(F)cc2)nnc1SCC(=O)N1CCCc2ccccc21,4%,0,1%,-5%,16,1%,i,3%,-12%,
CCOC(=O)c1ccoc1CSCC(=O)N1CCN(S(=O)(=O)c2ccc(C)cc2)CC1,-9%,4,0%,-16%,0,·,i,-8%,-18%,
CCC(=O)Oc1ccc(C2N(C(=O)CC)CCN2S(=O)(=O)c2ccc(C)cc2)cc1OC (stereo not drawn),-2%,8,4%,-2%,17,-3%,i,5%,-7%,
CC(=O)NC(=S)c1c(N)n(Cc2ccccc2)c(=O)n(C)c1=O,·,0,-1%,-2%,11,-2%,i,12%,·,
Cn1c(=O)[nH]c(=O)c2c1nc(Br)n2CC(O)COCc1ccccc1 (stereo not drawn),-9%,8,8%,-9%,0,·,i,3%,-4%,
CC1CCN(C(=O)CSc2ccc3nnc(-c4ccccc4)n3n2)CC1,1%,5,-3%,-7%,7,11%,i,8%,-7%,

# The final 6 entries of the section above are carried over, then new ones follow:
SMILES,HPDE-C7 cytotoxicity,MK inhibit,HT1080 viability,Bfl-1 inhibitors,PMK inhibit,LYP phosphatase,Spn DPM-DC inh,Alkaline phosphatase,KRASV12 cytotoxicity,others
CCn1c(CNc2ccc(F)cc2)nnc1SCC(=O)N1CCCc2ccccc21,4%,0,1%,-5%,16,1%,i,3%,-12%,
CCOC(=O)c1ccoc1CSCC(=O)N1CCN(S(=O)(=O)c2ccc(C)cc2)CC1,-9%,4,0%,-16%,0,·,i,-8%,-18%,
CCC(=O)Oc1ccc(C2N(C(=O)CC)CCN2S(=O)(=O)c2ccc(C)cc2)cc1OC (stereo not drawn),-2%,8,4%,-2%,17,-3%,i,5%,-7%,
CC(=O)NC(=S)c1c(N)n(Cc2ccccc2)c(=O)n(C)c1=O,·,0,-1%,-2%,11,-2%,i,12%,·,
Cn1c(=O)[nH]c(=O)c2c1nc(Br)n2CC(O)COCc1ccccc1 (stereo not drawn),-9%,8,8%,-9%,0,·,i,3%,-4%,
CC1CCN(C(=O)CSc2ccc3nnc(-c4ccccc4)n3n2)CC1,1%,5,-3%,-7%,7,11%,i,8%,-7%,
Cc1oc(-c2ccccc2F)nc1CS(=O)(=O)CC(=O)N1CCc2ccccc21,-9%,11,-3%,0%,0,10%,i,5%,-2%,
Cc1cc(C)n(-c2nc3c(c(=O)n(C)c(=O)n3C)n2C)n1,3%,10,25%,-3%,11,·,i,3%,-2%,
Cc1cc(C)cc(N2C(=O)C3CC=CCC3C2=O)c1 (stereo not drawn),-9%,14,3%,-5%,8,3%,i,11%,2%,
Cc1c(-c2nn(C)c(=O)c3ccccc23)oc2ccc(F)cc2c1=O,-11%,2,-3%,2%,5,-1%,i,2%,1%,
Oc1c(I)cc(Cl)c2cccnc12,6.3µM*,0,-4%,-2%,4,15%,i,15%,2.9µM*,PMK inhibit pilot replicates=1.5;MK inhibit pilot replicates=0.0;Spn DPM-DC inh pilot screen %=3.5
CN1CCc2c(sc3c2c(=O)n(-c2ccccc2)c2nnc(SCc4ccccc4)n32)C1,12%,21,-1%,7%,0,3%,i,9%,5%,PMK inhibit pilot replicates=2.5;MK inhibit pilot replicates=0.0;Spn DPM-DC inh pilot screen %=1.0
O=P(O)(c1ccc(Cl)cc1)c1ccc(Cl)cc1,1%,8,-4%,9%,6,-7%,i,2%,1%,
O=C(CCn1c(=O)[nH]c2ccsc2c1=O)N1CC(=O)N(CCc2ccccc2)C(=O)C1,-7%,8,-14%,-8%,2,5%,i,11%,-3%,
Cc1ccc(Cn2c(NCCCn3ccnc3)nc3c2c(=O)n(C)c(=O)n3C)cc1,-11%,12,-8%,0%,8,4%,i,-1%,-18%,
O=C(Nc1ccc2c(c1)oc1ccccc12)c1ccc(Br)o1,3%,4,-6%,16%,4,-3%,i,5%,10%,
COCCN1C(=O)c2oc3ccccc3c(=O)c2C1c1ccc(C(=O)OC)cc1 (stereo not drawn),-2%,7,2%,-8%,0,9%,i,6%,3%,
COc1ccc(OC)c(C2SCCN2S(=O)(=O)c2cccc(C(F)(F)F)c2)c1 (stereo not drawn),-4%,0,-2%,7%,10,12%,i,3%,-7%,
CC(C)C(=O)Nc1ccc(NC(=O)c2ccco2)cn1,-10%,7,-8%,7%,12,-5%,i,5%,-16%,

# High-throughput results: PubChem, several laboratories
